Tb PGK inh: blocks T. brucei phosphoglycerate kinase. P07378. PGK/GAPDH coupled, Kinase-Glo luminescence, 60 min. Potency, µM (series often up to 57.5 µM), inactives show at the highest dose activity change, negative = inhibition, most hits filed as inhibitors. 0.043% of 380,000 active. AID 602233; note: potency is the fitted concentration of half-maximal effect; % is set by controls: 0 for no effect and ±100 for the full control effect; nearly all actives have a fitted effect of over 60% in size
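Luminescent ATP detection (Kinase-Glo Plus) follows a 60-minute room-temperature incubation, with wells lacking PGK as controls. Buffer: 100 mM TEA (pH 7.6), 5 mM MgCl2, 0.01% Tween-20. Coupling enzyme GAPDH (100 nM final) supplies unstable 1,3-BPG in-well.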
PI4K2A inh: inhibitors of human PI4K2A; purified PI4K2A, ADP-Glo luminescence, 1 h; stronger effect = lower value; activity change, negative = inhibition, % at 76.9 µM; 0.13% of 420,000 active; in the data active = activity change below about -50%; inconclusive = mostly about -30% to -49%;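 note: -100% = wells without enzyme as full effect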
Target sequence (Q9BTU6 whole entry, looked up): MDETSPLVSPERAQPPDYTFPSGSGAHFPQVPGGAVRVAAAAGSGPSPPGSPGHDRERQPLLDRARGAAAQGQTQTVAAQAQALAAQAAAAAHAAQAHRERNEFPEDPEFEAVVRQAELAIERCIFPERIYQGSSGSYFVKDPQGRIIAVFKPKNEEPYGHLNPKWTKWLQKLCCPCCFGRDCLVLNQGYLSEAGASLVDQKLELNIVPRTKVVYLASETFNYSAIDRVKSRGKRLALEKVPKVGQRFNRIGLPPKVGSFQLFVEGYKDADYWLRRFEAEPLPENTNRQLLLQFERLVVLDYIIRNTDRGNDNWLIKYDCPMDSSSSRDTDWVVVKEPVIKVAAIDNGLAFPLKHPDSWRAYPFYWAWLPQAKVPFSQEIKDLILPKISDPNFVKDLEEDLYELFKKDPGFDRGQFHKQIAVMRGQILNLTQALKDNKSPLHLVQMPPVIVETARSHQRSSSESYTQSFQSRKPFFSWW
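In this quantitative HTS, ADP production by PI4K2A was quantified luminescently after 1 h at ambient temperature; 100 microM adenosine served as plate-quality control.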
G9a inh: inhibitors of human histone lysine methyltransferase G9a. Q96KQ7. G9a H3K9 monomethylation, AlphaScreen, 2 h. Potency, µM (top dose mostly 102 µM), for inactives: at the highest dose activity, negative = inhibition, most hits filed as inhibitors. 8.8% of 350,000 active. AID 504332; note: potency is the fitted concentration of half-maximal effect; % is set by controls: 0 for no effect and ±100 for the full control effect; nearly all actives have a fitted effect of over 75% in size
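G9a (20 nM) preincubated 15 min RT with compounds, then 500 nM biotinylated H3K9 peptide and 20 uM SAM added; 2 h RT reaction. Monomethyl-H3K9 product detected by AlphaScreen with anti-H3K9me1 antibody, streptavidin donor and anti-rabbit IgG acceptor beads.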
Pin1 inhibitor: blocks the human prolyl isomerase Pin1 | Pin1 FP peptide displacement, HiFluor488, 10 min | Q13526 | AID 504891 | Potency, µM (highest dose often 115 µM), for the others: top-dose activity, negative = inhibition, usual class: inhibitors | 0.009% of 390,000 active; active = well fitted inhibition curve with a large enough effect in the polarisation, with a control signal flat, not every such curve was filed as active; inconclusive = small, poorly fitted or top-dose-only effect, or effect the other way, or a change in a side signal; inactive = no such curve, though single readings can be large or run the other way; the % refers to the polarisation; note: potency is the fitted concentration of half-maximal effect; % is set by controls: 0 for no effect and ±100 for the full control effect
BAZ2B inh: inhibitors of human BAZ2B bromodomain. AID 504333. Potency, µM (highest dose often 114 µM), for inactives: at the top dose activity change, negative = inhibition, usual class: inhibitors. Q9UIF8. 4.4% of 360,000 active. AlphaScreen BAZ2B-H3K14Ac peptide displacement; note: potency is the fitted concentration of half-maximal effect; % is set by controls: 0 for no effect and ±100 for the full control effect; nearly all actives have a fitted effect of over 60% in size
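BAZ2B (50 nM) with biotin-H3(5-23)K14Ac peptide (50 nM) in PBS pH 7.4, 0.01% Tween-20, preformed 30 min, then compound 30 min at room temperature; top concentration 110uM. AlphaScreen streptavidin donor/nickel chelate acceptor beads (10 ug/mL final), 20 min dark, signal read.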
JMJD2A Tudor: inhibitors of human JMJD2A Tudor domain | AlphaScreen JMJD2A-Tudor / H3K4me3 peptide binding | Potency, µM (titrated, usually from 114 µM), without a hit: top-dose activity change, negative = inhibition, actives largely listed as inhibitors | 4.4% of 390,000 active | AID 504339; note: potency is the fitted concentration of half-maximal effect; % is set by controls: 0 for no effect and ±100 for the full control effect; nearly all actives have a fitted effect of over 50% in size
ERG-DNA inh: blocks human ERG Ets domain binding to DNA | fluorescence polarization, His-ERG Ets domain / labelled DNA | Potency, µM (top dose mostly 76.9 µM), without a hit: at the highest dose FP activity, negative = inhibition, usual class: inhibitors | P11308 | 0.028% of 370,000 active; active = well fitted inhibition curve with a large enough effect in the polarisation, with a control signal flat; inconclusive = small, poorly fitted or top-dose-only effect, or effect the other way, or a change in a side signal; inactive = no such curve, though single readings can be large or run the other way; the % refers to the polarisation;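 note: polarization taken with two DNA probes labelled with fluorescein and Texas red; potency is the fitted concentration of half-maximal effect; % of control where 0% means no effect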
Target sequence (P11308 whole entry, looked up, the tested form may be a part): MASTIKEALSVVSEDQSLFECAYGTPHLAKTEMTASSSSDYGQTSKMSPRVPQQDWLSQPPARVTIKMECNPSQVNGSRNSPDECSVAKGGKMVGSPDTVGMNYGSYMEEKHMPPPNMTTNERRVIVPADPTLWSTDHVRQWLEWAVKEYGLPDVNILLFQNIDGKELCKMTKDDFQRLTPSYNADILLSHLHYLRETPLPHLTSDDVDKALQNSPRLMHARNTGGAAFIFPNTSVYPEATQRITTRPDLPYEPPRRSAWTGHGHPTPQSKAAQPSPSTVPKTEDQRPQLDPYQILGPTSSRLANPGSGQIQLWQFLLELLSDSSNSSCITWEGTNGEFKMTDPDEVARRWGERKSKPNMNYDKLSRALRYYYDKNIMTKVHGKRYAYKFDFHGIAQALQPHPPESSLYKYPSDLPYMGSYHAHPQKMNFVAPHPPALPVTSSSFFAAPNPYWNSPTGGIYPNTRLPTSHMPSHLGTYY
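His-tagged ERG Ets domain (1 uM in the protein solution; 300mM KCl, 50mM Tris-HCl, 1mM EDTA, 1mM DTT, pH 7.5) received compound, then a probe mix of 5 nM fluorescein-DNA and 100nM Texas-615-DNA. Fluorescence polarization was read for both dyes.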
GLS inhibitor: glutaminase GLS (human) inhibition. Potency, µM (doses to about 45.5 µM), for inactives: top-dose activity change, negative = inhibition, hits mostly inhibitors. 0.21% of 410,000 active. GLS enzymatic activity, qHTS titration; note: potency is the fitted concentration of half-maximal effect; % is set by controls: 0 for no effect and ±100 for the full control effect
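hKGA in 45 mM KH2PO4 pH 8.2, 0.02% Tween-20 with pin-transferred compounds; 1 mM L-glutamine (stock) plus glutamate oxidase/HRP/Amplex Red coupling added. Fluorescence read initially and after 30 min at RT.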
HP1b binding inh: blocks HP1-beta chromodomain binding to methylated histone tails; Potency, µM (top dose mostly 114 µM), inactives show at the highest dose activity change, negative = inhibition, hits mostly inhibitors; AlphaScreen HP1-beta / biotin-H3K9me3 peptide binding; P83916; 0.56% of 390,000 active; note: potency is the fitted concentration of half-maximal effect; nearly all actives have a fitted effect of over 70% in size; inactives centre near 23
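HP1-beta protein (50 nM final) preincubated 30 min at room temperature with biotinylated H3(1-18)K9me3 peptide (50 nM) in PBS pH 7.4, 0.01% Tween-20, then compound added for 30 min. AlphaScreen streptavidin donor/nickel chelate acceptor beads (10 ug/mL final), 30 min dark, luminescence read.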
Active calls of the source: *; i = inactive; ? = inconclusive; nt = no result given; & = joins results of further samples; [ ] = another dose, or the depositor's remark. Unless noted, calls come from the whole dose curve; as a rule, active = well fitted curve in the direction sought with a large enough effect; inconclusive = small, poorly fitted or top-dose-only effect, or another doubt; inactive = no such curve, though single readings can be large; an effect the other way counts as inactive or inconclusive. No enrichment for hits; about 11% have a hit in one of these screens.

1) CCn1c(=O)n(CC)c2cc(N3CCCC3)c(NC(=O)c3ccc(C)c([N+](=O)[O-])c3)cc21
2) COc1ccc(C(CC(=O)Nc2ccc(C)cn2)N2Cc3ccccc3C2=O)cc1 (stereo unspecified)
3) Cc1cc(N/C=C/C(=O)c2cccc3ccccc23)no1
4) CCn1c(SCC(=O)Nc2nc(-c3ccccc3)cs2)nnc1-c1ccccc1
5) O=C(CSc1nnc(-c2ccc(NS(=O)(=O)c3ccccc3)cc2)o1)NCC1CCCO1 (stereo unspecified)
6) O=C1CC(C(=O)NC2CCCCC2)C2(CCCCC2)O1 (stereo unspecified)

Assay by compound	1	2	3	4	5	6
Tb PGK inh	-3%	-1%	-5%	-6%[11.5 µM]	0%	-6%
PI4K2A inh	1	-1	-6	1	-3	-2
G9a inh	8.9µM*	20%	-22%[59 µM]	?	4%	nt
Pin1 inhibitor	1%	-2%	-5%	3%	-1%	-2%
BAZ2B inh	-32%	0%	-4%	-32%	2%	8%
JMJD2A Tudor	?	?	-26%	-23%	-16%	8%
ERG-DNA inh	-3%	5%	4%	nt	-5%	-8%
GLS inhibitor	0%	6%	19%	13%	11%	-7%
HP1b binding inh	12%	-9%	10%	6%	38%	42%[activator]

7) C#CCSc1nc(Cc2ccc(Cl)cc2)nc2ccccc12
8) O=C(Cc1ccccc1[N+](=O)[O-])Nc1ccc2c(c1)OCCO2
9) CCc1cnc2c(c1SCC(=O)N1CCCCC1)c(=O)n(C)c(=O)n2C
10) CS(=O)(=O)N(CCc1ccccc1)CC(=O)Nc1ccc(Br)cc1F
11) COc1ccc(-n2nnnc2SCC(=O)Nc2c(C)n[nH]c2C)cc1
12) O=C(NNC(=O)c1ccccc1F)c1ccc(-n2cncn2)c([N+](=O)[O-])c1

Assay by compound	7	8	9	10	11	12
Tb PGK inh	-1%	-10%	-9%	-5%	-4%	-1%
PI4K2A inh	3	-4	1	4	0	2
G9a inh	50%[12.7 µM]	-6%[59 µM]	-3%[59 µM]	nt	nt	12%[0.501 µM]
Pin1 inhibitor	1%	-1%	-1%	-1%	-1%	0%
BAZ2B inh	-1%	-22%	-4%	7%	nt	10%
JMJD2A Tudor	5%	4%	-10%	5%	-16%	-9%
ERG-DNA inh	-6%	3%	-6%	3%	-7%	1%
GLS inhibitor	7%	1%	-11%	-6%	10%	4%
HP1b binding inh	41%	24%	-11%	49%[activator]	15%	6%

13) COc1ccc(N2CCN(S(=O)(=O)c3cc(-c4cc(C)no4)ccc3C(C)C)CC2)cc1
14) Cc1cc(F)ccc1NC(=O)CCS(=O)(=O)c1cc2c3c(c1)CCN3C(=O)CC2
15) COCc1cc(C)nc(SCC[N+](C)(C)CC(=O)c2ccc(Br)cc2)c1C#N
16) COc1ccc(C(=O)NCCc2c[nH]c3ccccc23)cc1OC
17) CC(=O)NCCCCCCNC(C)=O
18) COc1ccccc1CN1CCNC(=O)C1CC(=O)N(C)CC1CCOCC1 (stereo unspecified)

Assay by compound	13	14	15	16	17	18
Tb PGK inh	-5%	i	5%	2%	-10%	-2%
PI4K2A inh	-1	-2	-3	3	7	-23
G9a inh	22µM*	-7%[59 µM]	-31%[59 µM]	nt	-6%&2%[59 µM]	14%[0.0925 µM]
Pin1 inhibitor	-5%	-3%	9%	-5%	-2%	-11%
BAZ2B inh	10µM*	1%	-13%	-34%	-25%&0%	1%
JMJD2A Tudor	-5%	-8%	-9%	-19%	9%	-5%
ERG-DNA inh	10%	-3%	0%	2%	25%	-11%
GLS inhibitor	-1%	-10%	0%	32%[activator]	0%	-3%
HP1b binding inh	29%	6%	16%	34%	39%[activator]	30%

19) CC(=O)NC(=S)Nc1ccc(-c2nc3ccc(C)cc3s2)cc1
20) COc1ccccc1-n1c(=S)[nH]c2c(sc(=S)n2-c2ccccc2)c1=O
21) CC1CCC(C(C)C)C(OCC(O)CNC(C)(C)C)C1 (stereo unspecified)
22) CCCN(C(=O)NCc1noc2ccc(C)cc12)c1ccc(Cl)c(Cl)c1
23) Cc1ccc(NC(=O)/C=C\C(=O)N(c2ccc(C(C)C)cc2)C(C(=O)NCc2ccco2)c2ccc(Cl)cc2)cc1 (stereo unspecified)
24) NC(=O)CC(NC(=O)c1ccccc1)c1ccc(N2CCC(Cc3ccccc3)CC2)c([N+](=O)[O-])c1 (stereo unspecified)

Assay by compound	19	20	21	22	23	24
Tb PGK inh	nt	-3%	4%	3%	i	5%
PI4K2A inh	-2	-12	-3	0	9	-1
G9a inh	nt	-7%	-20%	6%[59 µM]	?	nt
Pin1 inhibitor	0%	-1%	3%	6%	4%	-9%
BAZ2B inh	-2%	-16%	0%	3%	-17%	-5%
JMJD2A Tudor	-9%	?	-5%	26%	-28%	?
ERG-DNA inh	nt	-1%	-5%	-3%	11%	-20%
GLS inhibitor	9%	7%	-2%	1%	-1%	-4%
HP1b binding inh	6%	23%	36%	94%[activator]	24%	17%

25) COc1ccc(OC)c(Nc2nc3ccc(C)cc3n3cnnc23)c1
26) Cc1ccc(NC(=O)CSc2nnc(-c3ccc(S(=O)(=O)N4CCOCC4)cc3)n2C)cc1
27) COc1cc(-c2noc(CCC(=O)NC3CCCC3)n2)cc(OC)c1OC
28) COc1ccc([C@H]2CC(=O)C=C(c3ccc(OC)cc3OC)C2)cc1
29) CC1CCCN(c2nc3nonc3nc2Nc2ccccc2F)C1 (stereo unspecified)
30) CC1(C)CC(NC(=O)c2ccccn2)CC(C)(C)N1O

Assay by compound	25	26	27	28	29	30
Tb PGK inh	i	2%	0%	-3%	i	nt
PI4K2A inh	-4	-4	-7	4	-3	4
G9a inh	40%[0.501 µM]	-42%[12.7 µM]	-9%[59 µM]	3%[0.501 µM]	14%	?
Pin1 inhibitor	20%	-4%&4%	8%	-1%	-4%	5%
BAZ2B inh	3%	7%	5%	-3%	8%	50µM*
JMJD2A Tudor	-3%	-8%&-12%	-2%	-17%	-6%	?
ERG-DNA inh	2%	8%	7%	-5%	-4%	0%
GLS inhibitor	-2%	3%	-16%	-8%	2%	93%[activator]
HP1b binding inh	63%[activator]	10%&35%	2%	45%[activator]	43%[activator]	47%

31) CC(C)c1onc(C(=O)N(C)C2CCCCC2)c1[N+](=O)[O-]
32) Cc1cccc(C)c1NC(=O)CNC(=O)c1ccc2ccccc2n1
33) O=c1c2ccccc2cnn1Cc1n[nH]c(=S)n1-c1ccccc1Cl
34) O=C(c1ccc2c(c1)OCO2)N1CCC2(CC1)Oc1ccc(F)cc1C(=O)C21CC(c2cccnc2)=NO1 (stereo unspecified)
35) Cc1cc(S(=O)(=O)N2CCOCC2)ccc1OCC(=O)Nc1ccc(F)cc1F
36) CCOC(=O)c1noc2ncnc(Nc3ccc(F)cc3F)c12

Assay by compound	31	32	33	34	35	36
Tb PGK inh	4%	-5%	-1%	i	-5%	-1%
PI4K2A inh	-1	-1	-1	-7	-3	1
G9a inh	-22%	-26%[59 µM]	4.5µM*	3%[59 µM]	22%	13%[59 µM]
Pin1 inhibitor	33%[activator]	0%	1%	0%	-1%	-3%
BAZ2B inh	5%	-1%	-29%	-20%	3%	-10%
JMJD2A Tudor	-8%	-11%	32µM*	-26%	-13%	-12%
ERG-DNA inh	9%	-1%	-3%	1%	20%	-2%
GLS inhibitor	-5%	1%	5%	-2%	35%[activator]	5%
HP1b binding inh	33%	50%[activator]	40%[activator]	48%	0%	-2%

37) O=C(Cn1c(=O)c2c(ncn2Cc2ccccc2)n(Cc2ccccc2)c1=O)N1CCc2ccccc21
38) Cc1ccc(N2CC(=O)Nc3c(oc4nc(-c5ccccc5)cc(C)c34)C2=O)cc1
39) N#CC1=C(N)N(c2ccccc2)C(c2ccccc2)C1(C#N)C#N (stereo unspecified)
40) Cc1nc2c(cnn2-c2ccccc2Cl)c(=O)n1-c1ccc(C(C)C)cc1
41) COc1ccccc1-c1nc2n(n1)C(c1ccccc1Cl)C(C(N)=O)=C(C)N2 (stereo unspecified)
42) Cc1cccc(OCc2nnc(SCC(=O)N3c4ccccc4Sc4ccc(Cl)cc43)o2)c1
43) O=C(CSc1nnc(-c2cnccn2)n1Cc1ccco1)c1ccccc1

Assay by compound	37	38	39	40	41	42	43
Tb PGK inh	-2%	-6%	-1%	-3%&3%	i	-12%	3%
PI4K2A inh	3	4	-3	-1&2	6	-5	-1
G9a inh	1%[59 µM]	-3%	-19%[59 µM]	-4%&-2%[59 µM]	-9%	-8%[59 µM]	45µM*
Pin1 inhibitor	-1%	-2%	?	-3%&-8%	1%	11%	-2%
BAZ2B inh	0%	7%	-35%	-1%	-15%	4%	-29%
JMJD2A Tudor	-18%	-11%	-27%	-4%&-14%	-4%	2%	-4%
ERG-DNA inh	-1%	31%[activator]	2%	6%&-11%	0%	3%	2%
GLS inhibitor	0%	-7%	-3%	-17%&15%	23%	3%	nt
HP1b binding inh	15%	21%	12%	22%&7%	68%[activator]	25%	41%[activator]

Screening data deposited in PubChem BioAssay by National Center for Advancing Translational Sciences (NCATS).
